DAGLB inhibitor: blocks human DAGLB lipase activity | Q8NCG7 | HEK293T DAGLB membrane lysate, EnzChek fluorogenic substrate | inhibition, % at 5.17 µM | 340,000 compounds, 0.059% hits | AID 504411; in the data active means inhibition above about 34%;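 further: 0% = enzyme with vehicle and 100% = wells lacking enzyme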
Arrestin-AP2 inh: human beta-arrestin and AP2 interaction inhibition | inhibition, % at 10 µM | 340,000 compounds, 0.31% hits | AID 504490 | FITC-arrestin peptide / GST-AP2 beads, flow cytometry; AP2 beta2 appendage carries R879A mutation;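 active means inhibition above a set limit, near 3 SD of compounds lacking own fluorescence, cut at about 54% in these data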;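 further: plate controls were DMSO wells for no effect and 5 µM unlabelled arrestin peptide for full effect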
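Test system: GST-tagged AP2 beta2-adaptin appendage (R879A) on 4 µm glutathione beads; also added: fluorescein-tagged arrestin peptide at 50 nM final; timing: 12 min plus 1 h, RT; signal: flow cytometry, FL1 (488/535 nm); read-out: percent drop in bead-associated FITC signal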
Pemphigus Ab inh: blocks pemphigus antibody binding to human desmoglein-3 | 310,000 compounds, 0.48% hits | AID 588358 | DSG3-coupled beads, scFv-anti-DSG3-GFP binding, flow cytometry; hits give low values | P32926 | binding (percent of control), % at 10 µM;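 active means binding more than 3 SD below its plate's average and above zero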;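 further: hits lower antibody fragment binding to DSG3; some compounds called inactive have numbers as strong as hits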
CAL PDZ FP-1: human CAL PDZ-peptide interaction inhibition | purified CAL PDZ, TMR-peptide fluorescence polarization, 1 h | inhibition, % at 20 µM | 330,000 compounds, 0.02% hits | AID 504414;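 active means highest replicate inhibition of at least 40%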;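 further: plate controls were DMSO neutral control wells for no effect and unlabeled competitor peptide control wells for full effect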
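Test system: tagged CAL PDZ domain / Buffer or medium: sodium phosphate/NaCl buffer pH 7.4 with TCEP, IgG, Thesit / Reagent: TMR-labelled reporter peptide T*-PRC34 bound in PDZ groove / Compound dosing: single point, 20 µM / Schedule: 1 h incubation at room temperature before polarization reading / Technique: fluorescence polarization (mP) / Benchmarks: unlabelled peptide, DMSO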
CAL PDZ FP-2: blocks peptide binding to the human CAL PDZ domain; purified CAL PDZ, TMR-peptide fluorescence polarization, 1 h; inhibition, % at 24.9 µM; 300,000 compounds, 0.92% hits; AID 602252;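 active means mean inhibition of at least 30% with at least half of replicates also reaching 30%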;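 further: 0% = DMSO neutral control and 100% = excess unlabeled competitor peptide PRC23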
Keap1 Nrf2 FP: disrupts human Keap1 binding to Nrf2 peptide | Q14145 | 340,000 compounds, 0.15% hits | AID 504523 | Keap1 Kelch-Nrf2 peptide fluorescence polarization, 1536-well | inhibition, % at 9.4 µM; in the data active means inhibition above about 12%;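 further: human Keap1 Kelch domain with fluorescein labeled Nrf2 9mer peptide probe; 0% = neutral control wells and 100% = peptide positive control; higher means more block of Keap1 binding to Nrf2 peptide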
C-LANA FP: inhibitors of KSHV LANA C-terminal domain DNA binding | MBP-C-LANA/FAM-LBS DNA binding, fluorescence polarization | inhibition, % at 9 µM | 340,000 compounds, 0.078% hits;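 active means highest replicate inhibition at or above 60% at 9 µM, even if other replicates fall short; inactive means all replicates below 60% inhibition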;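 further: 0% = neutral control wells and 100% = 4 µM acridine orange control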
V-ATPase pH: yeast V-ATPase proton transport regulation by pHLuorin | S. cerevisiae, pHLuorin cytosolic pH fluorescence | response, % at 10 µM | 350,000 compounds, 0.37% hits; in the data active means response mostly above about 7.3%, no sharp cut-off; inactive means mostly below about 5.4%; further: actives read high; inactives centre near 0; some compounds called inactive have numbers as strong as hits
NSD2 inh: blocks human histone methyltransferase NSD2 | O96028 | NSD2 peptide methylation, AlphaScreen, 120 min | inhibition, % at 12.5 µM | 310,000 compounds, 0.54% hits; in the data active means inhibition above about 50%
Target sequence (O96028 whole entry, looked up): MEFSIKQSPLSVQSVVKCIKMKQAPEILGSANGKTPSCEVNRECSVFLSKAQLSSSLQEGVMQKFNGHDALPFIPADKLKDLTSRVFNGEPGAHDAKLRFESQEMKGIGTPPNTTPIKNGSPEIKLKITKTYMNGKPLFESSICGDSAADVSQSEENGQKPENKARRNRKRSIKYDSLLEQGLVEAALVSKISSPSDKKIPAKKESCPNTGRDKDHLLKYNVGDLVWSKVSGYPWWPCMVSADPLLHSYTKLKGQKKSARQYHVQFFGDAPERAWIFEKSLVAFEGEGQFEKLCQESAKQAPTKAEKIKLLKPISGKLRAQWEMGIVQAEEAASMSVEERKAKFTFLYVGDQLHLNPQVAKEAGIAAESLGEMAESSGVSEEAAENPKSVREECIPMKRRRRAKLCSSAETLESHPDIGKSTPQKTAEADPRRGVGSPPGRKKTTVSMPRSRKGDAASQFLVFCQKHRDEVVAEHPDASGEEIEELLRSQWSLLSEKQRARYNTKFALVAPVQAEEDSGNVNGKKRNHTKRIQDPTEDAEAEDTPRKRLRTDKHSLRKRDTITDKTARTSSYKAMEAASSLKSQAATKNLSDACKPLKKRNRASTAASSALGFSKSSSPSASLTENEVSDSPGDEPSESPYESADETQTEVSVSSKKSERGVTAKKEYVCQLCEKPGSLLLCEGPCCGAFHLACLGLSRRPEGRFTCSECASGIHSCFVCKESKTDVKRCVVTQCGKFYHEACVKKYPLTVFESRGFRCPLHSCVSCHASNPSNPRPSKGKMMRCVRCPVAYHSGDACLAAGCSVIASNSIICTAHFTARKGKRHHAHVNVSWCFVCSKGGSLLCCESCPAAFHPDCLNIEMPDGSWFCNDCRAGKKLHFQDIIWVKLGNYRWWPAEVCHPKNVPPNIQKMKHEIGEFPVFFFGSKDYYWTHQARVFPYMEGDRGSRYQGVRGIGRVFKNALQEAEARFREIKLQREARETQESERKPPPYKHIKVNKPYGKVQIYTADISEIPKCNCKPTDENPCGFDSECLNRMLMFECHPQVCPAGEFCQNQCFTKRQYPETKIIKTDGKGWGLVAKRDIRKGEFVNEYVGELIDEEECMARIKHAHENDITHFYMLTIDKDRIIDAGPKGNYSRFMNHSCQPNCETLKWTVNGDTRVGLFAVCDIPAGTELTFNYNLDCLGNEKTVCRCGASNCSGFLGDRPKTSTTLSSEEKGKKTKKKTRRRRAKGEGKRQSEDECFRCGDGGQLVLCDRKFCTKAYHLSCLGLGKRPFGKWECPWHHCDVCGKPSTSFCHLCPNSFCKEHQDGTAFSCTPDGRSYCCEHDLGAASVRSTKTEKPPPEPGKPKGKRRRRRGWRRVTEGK
Cardiac RTF inh: cardiac RTF calcium desensitization | inhibition, % at 7.15 µM | 340,000 compounds, 0.12% hits | IANBD-labeled cardiac RTF, Ca2+ fluorescence | P19429+P45379;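 active means inhibition above the mean inhibition of all tested compounds plus 3 SD, cut at about 17% in these data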;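 further: assay run at fixed EC70 calcium of 1.6 mM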
* hit, by the source's call; . = not tested or not shown. Only part of the results is shown, so the mix of outcomes need not match the whole.

entry	Compound	DAGLB inhibitor	Arrestin-AP2 inh	Pemphigus Ab inh	CAL PDZ FP-1	CAL PDZ FP-2	Keap1 Nrf2 FP	C-LANA FP	V-ATPase pH	NSD2 inh	Cardiac RTF inh
1	O=C(CNC(=O)c1cccs1)N=Nc1c(O)[nH]c2ccc(Br)cc12	3.6	10.5	102.2	-3.1	-2.6	2.0	1.9	-1.9	2.3	-4.3
2	Cc1c2c(nc3ccccc13)CC(C)(C)CC2=O	-1.6	20.3	96.8	-2.9	-2.4	-4.4	-1.1	-2.3	-0.4	-2.3
3	COC(=O)c1cc(N=Cc2c(O)c3ccccc3oc2=O)cc(C(=O)OC)c1	1.5	-2.0	111.6	-0.6	-3.2	-5.7	-4.4	-7.1	.	0.6
4	CCCCn1c(N)c(N(CCOC)C(=O)c2ccc(N(C)S(=O)(=O)c3ccc(C)cc3)cc2)c(=O)[nH]c1=O	2.0	-4.2	103.0	-0.1	.	-0.3	-0.9	0.9	-0.1	-3.0
5	CN(C)S(=O)(=O)c1ccc(Cl)c(NC(=O)COC(=O)CNC(=O)c2ccco2)c1	-2.2	1.7	118.4	-4.0	-0.3	-3.6	2.5	-0.3	-2.1	-4.5
6	CCOC(=O)C1=CN(Cc2cccc(F)c2)S(=O)(=O)N(CC)C1c1ccc(F)c(Cl)c1 (configuration not stated)	-13.5	-1.6	111.5	-0.3	8.2	-1.1	0.1	1.8	.	-3.5
7	C/C(=C\C(=O)c1ccccc1)NNc1nc2ccccc2s1	0.8	0.5	102.9	-3.0	-3.2	-6.1	-1.5	-7.4	-0.3	-9.2
8	O=C1c2ccccc2C(=O)N1c1ccc(Cl)cn1	1.9	-0.2	102.0	-1.3	-11.1	6.0	-1.0	1.8	-4.9	-2.1
9	Cc1c(C)n2c(SCC(=O)N3CCCCCC3)nnc2[nH]c1=O	-1.1	12.8	104.0	-0.2	.	-4.4	0.2	-2.9	0.3	0.9
10	CCn1c(-c2cccnc2Cl)nc2cc(Cl)c(Cl)cc21	1.9	-4.9	102.2	-1.9	.	1.3	-0.7	-0.4	3.8	-3.0
11	O=C(CN1C(=O)NC(c2ccccc2)(c2ccccc2)C1=O)N1CCN(c2ccccc2F)CC1	-1.2	0.4	107.9	-0.2	-1.7	0.1	-1.6	-9.4	-3.2	-5.4
12	COc1cccc(N2CCN(S(=O)(=O)c3cc4c(cc3C)N(C)CCO4)CC2)c1	0.8	5.5	101.3	0.5	.	-3.0	-1.1	-2.1	.	-3.1
13	CCOC(=O)N1CCN(C(=O)/C=C/c2ccc(C(C)(C)C)cc2)CC1	-1.0	8.0	121.4	0.0	-2.4	-1.3	-2.0	-1.2	-1.5	2.8
14	COC(=O)c1ccc(C(=O)NC2CCSc3ccccc32)cc1 (configuration not stated)	-2.1	0.2	89.4	-0.9	-0.1	2.9	-0.4	2.3	-3.5	-5.6
15	Cc1c(Cl)cccc1NC(=O)c1cc(S(=O)(=O)N2CCOCC2)cn1C	-0.7	-0.6	97.6	-0.1	.	-0.7	1.0	0.9	.	-1.1
16	CS(=O)(=O)c1ccc(Cl)c(NC(=O)c2cccc(N3C(=O)CCC3=O)c2)c1	0.6	-3.4	99.2	0.1	.	0.3	0.9	-4.5	-1.4	-1.2
17	COC(=O)c1ccc(C2C(C#N)=C(N)Oc3cc(N)ccc32)cc1 (configuration not stated)	3.6	7.0	108.6	-0.9	-2.5	0.4	1.2	-0.9	-2.7	-6.9
18	O=Cc1ccc(-c2ccc(C(=O)O)cc2)o1	2.2	36.5	88.2	0.2	3.9	4.6	1.4	4.3	.	-5.0
19	O=C1CC=Nc2ccc([N+](=O)[O-])cc21	1.9	.	96.9	.	.	.	.	-1.4	-2.9	.
20	CCOc1ccc(C(=O)NCC2CCCO2)cc1 (configuration not stated)	-0.6	1.4	102.9	.	-2.0	4.1	3.7	-1.0	-2.6	3.2
21	O=C(N/N=C/c1ccccc1C(=O)O)c1ccncc1	-1.8	27.6	107.8	-0.2	-8.5	-1.7	-0.9	-4.3	-3.4	-15.4
22	Brc1ccc(-c2nnc(SCCC3OCCCO3)o2)cc1	-7.6	18.4	100.4	-1.2	-8.2	-2.1	0.5	-7.0	-4.6	9.3
23	Nc1ccc2c(c1)[nH]c(=O)c1cc(N)ccc12	0.3	.	75.4*	.	.	.	.	-14.2	0.0	.
24	COc1cc(SC)ccc1C(=O)Nc1ccc(Cl)cn1	-13.4	3.6	93.6	-1.0	2.0	-4.5	-2.1	-0.1	-3.6	-0.5
25	C=CCn1c(N2CCN(c3ccc(OC)cc3)CC2)nc2c1c(=O)n(C)c(=O)n2C	0.4	1.6	106.7	-1.5	2.3	-10.6	0.4	0.1	7.1	3.1
26	COc1ccc(OC)c(S(=O)(=O)NCC(c2ccc(F)cc2)N2CCN(C)CC2)c1 (configuration not stated)	2.1	0.1	94.0	0.2	.	2.5	1.5	-11.2	4.8	-12.6
27	N#Cc1c(-c2ccccc2)ccn(Cc2ccccc2Cl)c1=O	-1.6	9.7	.	-4.6	-1.1	-2.6	-1.2	0.0	2.0	-9.2
28	Clc1ccc(Cn2nnc(-c3ccccc3)n2)cc1	-8.8	9.6	87.2	-0.1	-6.4	2.0	-0.9	-3.4	-6.2	-3.1
29	CCOc1ccc(C(CC(=O)O)NS(=O)(=O)c2ccc(C)cc2)cc1OC (configuration not stated)	2.0	-7.2	99.7	-1.2	-31.0	-1.0	-2.4	0.5	3.1	-1.6
30	CC(C)(C)c1ccc(C(=O)NC(=O)COC(=O)c2ccco2)cc1	-3.2	-11.6	95.7	-1.7	-0.9	-1.2	0.9	1.0	-1.2	-11.8
31	CC(=O)Nc1ccc(Oc2cc(C#N)c(C#N)cc2N2CCCCCC2)cc1	2.7	28.0	98.3	-5.7	-3.2	3.5	1.7	3.6	-0.7	-7.8
32	Cc1cc(NC(=O)c2ccc(COc3ccccc3Cl)o2)no1	-4.5	-8.8	103.9	-0.8	-4.1	-3.6	-1.0	-1.8	0.2	-6.7
33	Cc1cccc(OC(C)C(=O)NCc2ccc(S(N)(=O)=O)cc2)c1 (configuration not stated)	1.7	15.2	.	-1.2	0.6	2.7	-0.9	-0.9	0.2	-16.2
34	O=C(O)c1ccccc1CSc1nnc2c(n1)[nH]c1ccccc12	0.3	4.4	98.1	-0.8	0.1	-5.9	1.1	1.5	-0.6	-9.3
35	CCOC(=O)c1csc(-n2nc(C)cc2C(F)(F)F)n1	-4.2	3.3	126.1	-2.3	-2.0	-0.7	1.0	-0.6	-1.0	-10.9
36	O=S(=O)(c1cccc2cccnc12)N1CCN(Cc2ccccc2)CC1	-0.5	38.4	.	-0.6	-1.7	-0.1	2.5	2.2	-0.7	1.3
37	O=S(=O)(c1cccc2cccnc12)n1cnc2ccccc21	-1.5	21.0	119.4	-1.1	2.1	2.7	1.3	-2.8	-1.1	-6.5
38	O=C(Cc1cccs1)NC1(C(=O)NC2CCCC2)CCCCC1	-1.9	-2.2	93.9	-0.3	3.9	-5.1	-0.8	5.2	-1.5	2.1
39	CC(C)(C)OC(=O)C[C@@H]1C/C=C\C[C@@H](CC(=O)N(CCO)Cc2ccccc2)C(=O)N[C@H](C(C)(C)C)COC1=O	0.9	.	101.8	-1.2	-0.7	-3.3	1.7	-1.6	.	-0.8
40	Cc1c2c(n3c(nc4ccccc43)c1C#N)N(CCN1CCOCC1)CC2	-1.7	-7.3	108.6	-1.2	-1.8	-4.1	3.5	-1.9	-2.2	-15.3
41	O=C(CSc1nnnn1-c1cccc2ccccc12)Nc1ccc(N2CCOCC2)c(Cl)c1	-2.7	3.6	99.6	-0.9	.	-3.7	-0.1	-3.3	1.7	-6.4
42	CC(=O)c1cc2c(cc1NS(=O)(=O)c1ccc3c(c1)OCCO3)OCO2	-2.3	-0.9	97.5	-0.6	9.5	-2.5	1.2	-1.6	-1.4	-0.2
43	CC(Sc1nnnn1C1CCCCC1)C(=O)O (configuration not stated)	0.7	-5.4	91.8	-2.0	-1.3	0.3	2.8	-1.6	-2.1	-8.0
44	COc1cc2nc(Nc3cccc(F)c3)nc(N)c2cc1OC	-1.5	31.0	.	-1.3	-2.1	1.3	-3.2	-1.6	0.7	0.4
45	CCCCNC(=O)NS(=O)(=O)c1ccc(C)cc1	1.3	-10.3	.	-0.5	-2.3	0.1	-0.4	-3.0	.	14.5
46	O=C(NCCS(=O)(=O)N1CCN(c2ccccc2)CC1)C1CC(=O)N(c2ccccc2)C1 (configuration not stated)	2.2	30.4	.	0.5	-9.6	1.5	-0.1	0.2	10.9	-10.8
47	COc1ccccc1OCc1ccc(C(=O)NC2CCCCC2)o1	-0.7	3.3	102.7	-2.1	-3.4	-3.2	-0.5	-3.3	-1.6	-7.5
48	CC(=O)Nc1ccc(NC(=O)CSc2nnc(NC(=O)C3CC(=O)N(c4ccccc4)C3)s2)cc1 (configuration not stated)	0.7	3.8	.	0.2	.	-3.3	2.5	-0.5	-1.0	-11.3
49	COc1ccc(Cl)cc1NC(=S)Nc1ccc(Cl)cn1	-3.0	6.9	100.0	-0.1	-5.9	-6.1	0.6	-5.8	-2.1	2.5
50	CCc1ccc(OCC(=O)OCC(=O)c2ccc3c(c2)NC(=O)CO3)cc1	-2.9	2.5	101.2	-2.4	-2.0	3.5	0.3	-1.6	-2.5	-6.4
51	CN(CCO)S(=O)(=O)c1ccc2c(c1)C(=NN)c1cc(S(=O)(=O)N(C)CCO)ccc1-2	-1.6	1.3	95.9	.	-4.2	-2.0	0.8	0.0	-1.0	-6.9

Assay outcomes from PubChem.
